High-throughput results from PubChem.
APEX1 inh = inhibitors of human APE1 endonuclease; Potency, µM (titrated, usually from 65.8 µM), for inactives: top-dose activity change, negative = inhibition, hits mostly inhibitors; recombinant APE1, TAMRA/BHQ-2 abasic DNA cleavage fluorescence; AID 2517; P27695; actives 0.35% (n = 350,000);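 note: potency is the fitted concentration of half-maximal effect; plate controls were vehicle for no effect and reference inhibitor for full effect; nearly all actives have a fitted effect of over 55% in size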
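Readout is kinetic fluorescence (ex 525, em 598 nm) from cleavage of 50 nM TAMRA/BHQ-2 THF abasic duplex by 0.75 nM APE1, compound added 15 min beforehand at RT.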
POLH inh = blocks human DNA polymerase eta activity; Potency, µM (doses to about 114 µM), inactives show at the highest dose activity change, negative = inhibition, hits mostly inhibitors; actives 1.2% (n = 390,000); recombinant Pol eta, fluorescent DNA replication assay; note: potency is the fitted concentration of half-maximal effect; % is set by controls: 0 for no effect and ±100 for the full control effect
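Pol eta at 10 nM preincubated with compounds 15 min at room temperature; reaction started with fluorescent substrate (50 nM final) and read kinetically at 0 and 10 min.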
POLK inh = DNA polymerase kappa (human) inhibition | actives 0.53% (n = 400,000) | purified Pol kappa, fluorescent DNA synthesis assay, 10 min | Potency, µM (series often up to 107 µM), without a hit: at the top dose activity, negative = inhibition, usual class: inhibitors; note: potency is the fitted concentration of half-maximal effect; % is set by controls: 0 for no effect and ±100 for the full control effect
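Activity was followed as the change in fluorescence between reads at 0 and 10 min after starting the reaction with 50 nM substrate. Beforehand, 10 nM polymerase had been preincubated with compound for 15 min at room temperature.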
LDHA inh = LDHA (human) enzyme inhibition. purified LDHA, NADH/diaphorase-resazurin fluorescence; active compounds read low. activity change, % (values are at about 110 or 230 µM). actives 0.15% (n = 480,000). AID 1347041; in the data active = activity change below about -30%; inconclusive = mostly about -25% to -30%;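 note: plate controls were DMSO wells for no effect and wells without enzyme for full effect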
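Remaining NADH was detected by diaphorase (0.133 mg/mL) converting 37 µM resazurin to fluorescent resorufin, read at 0 and 20 minutes. The preceding 5-minute room-temperature reaction used 2 nM LDHA, 0.2 mM sodium pyruvate and 0.06 mM NADH at pH 7.4.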
ERG-DNA inh = inhibitors of human ERG Ets domain-DNA interaction. P11308. fluorescence polarization, His-ERG Ets domain / labelled DNA. Potency, µM (top dose mostly 76.9 µM), without a hit: at the top dose FP activity, negative = inhibition, hits mostly inhibitors. actives 0.028% (n = 370,000). AID 624246; active = well fitted inhibition curve with a large enough effect in the polarisation, with a control signal flat; inconclusive = small, poorly fitted or top-dose-only effect, or effect the other way, or a change in a side signal; inactive = no such curve, though single readings can be large or run the other way; the % refers to the polarisation;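 note: polarization taken with two DNA probes labelled with fluorescein and Texas red; potency is the fitted concentration of half-maximal effect; % of control where 0% means no effect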
Target sequence (P11308 whole entry, looked up, the tested form may be a part): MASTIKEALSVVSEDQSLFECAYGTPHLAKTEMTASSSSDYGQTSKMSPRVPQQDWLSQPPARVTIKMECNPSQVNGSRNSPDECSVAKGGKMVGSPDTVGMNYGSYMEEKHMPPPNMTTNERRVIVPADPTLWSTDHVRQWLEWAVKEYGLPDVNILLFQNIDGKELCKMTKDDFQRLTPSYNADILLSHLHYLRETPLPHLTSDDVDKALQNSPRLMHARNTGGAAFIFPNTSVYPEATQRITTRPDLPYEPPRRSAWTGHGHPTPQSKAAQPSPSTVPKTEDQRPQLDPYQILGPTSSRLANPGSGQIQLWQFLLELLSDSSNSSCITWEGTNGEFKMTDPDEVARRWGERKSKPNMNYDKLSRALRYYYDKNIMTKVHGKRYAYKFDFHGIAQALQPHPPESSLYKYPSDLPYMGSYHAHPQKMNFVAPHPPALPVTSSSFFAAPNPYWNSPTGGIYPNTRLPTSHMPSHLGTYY
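His-tagged ERG Ets domain (1 uM in the protein solution; 300mM KCl, 50mM Tris-HCl, 1mM EDTA, 1mM DTT, pH 7.5) received compound, then a probe mix of 5 nM fluorescein-DNA and 100nM Texas-615-DNA. Fluorescence polarization was read for both dyes.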
RGS4 inhibitor = human RGS4 inhibition. P49798. Transcreener GDP fluorescence polarization, RGS4-accelerated GTP hydrolysis. Potency, µM (titrated, usually from 114 µM), without a hit: top-dose activity change, negative = inhibition, usual class: inhibitors. actives 0.039% (n = 390,000). AID 504845; note: potency is the fitted concentration of half-maximal effect; % is set by controls: 0 for no effect and ±100 for the full control effect; nearly all actives have a fitted effect of over 75% in size; some results filed as inactive show a strong effect at the top dose
Target sequence (P49798 whole entry, looked up): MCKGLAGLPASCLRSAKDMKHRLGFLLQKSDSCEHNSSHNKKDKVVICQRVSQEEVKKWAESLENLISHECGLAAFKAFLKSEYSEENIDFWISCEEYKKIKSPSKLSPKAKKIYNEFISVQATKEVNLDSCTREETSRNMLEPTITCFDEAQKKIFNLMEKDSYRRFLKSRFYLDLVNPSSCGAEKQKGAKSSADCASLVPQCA
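MLSMR compounds (23 nl, pin-transferred) preincubated 10 min at room temperature with a 500nM (2x) first reagent, then RGS4 at 900nM (2x) plus Transcreener GDP mix added; fluorescence polarization (620/688 nm) read before and after 90 min at 30 °C.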
ALOX12 inh = blocks human arachidonate 12S-lipoxygenase. Potency, µM (series often up to 108 µM), for inactives: at the top dose activity change, negative = inhibition, hits mostly inhibitors. purified 12hLO, xylenol orange hydroperoxide absorbance. actives 1.1% (n = 580,000). AID 1671190; note: potency is the fitted concentration of half-maximal effect; % is set by controls: 0 for no effect and ±100 for the full control effect
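Hydroperoxide product was detected by ferrous iron/xylenol orange as the 573 to 405 nm absorbance ratio. Arachidonic acid at 40 uM (final) was turned over for 30 min at room temperature by 150 nM human 12hLO, pH 7.0 Hepes buffer, after 15 min compound preincubation.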
POLB inh = blocks human DNA polymerase beta activity; P06746; Pol beta primer extension/strand displacement, fluorescence kinetic; Potency, µM (doses to about 114 µM), without a hit: at the top dose activity change, negative = inhibition, most hits filed as inhibitors; actives 1.3% (n = 340,000); AID 485314; note: potency is the fitted concentration of half-maximal effect; % is set by controls: 0 for no effect and ±100 for the full control effect
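Values derive from four-parameter Hill fits of normalized kinetic data: reads at 0 and 10 min following addition of 50 nM substrate to 10 nM Pol beta preincubated 15 min with compound.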
Anesthetic bind = binds horse apoferritin like a general anesthetic; P02791; apoferritin/1-aminoanthracene competitive binding, fluorescence; Potency, µM (series often up to 77.5 µM), for the others: at the highest dose activity change, negative = displacement, usual class: inhibitors; actives 0.074% (n = 350,000); AID 485281; note: potency is the fitted concentration of half-maximal effect; % is set by controls: 0 for no effect and ±100 for the full control effect; nearly all actives have a fitted effect of over 20% in size
Target sequence (P02791 2-175 limits assumed): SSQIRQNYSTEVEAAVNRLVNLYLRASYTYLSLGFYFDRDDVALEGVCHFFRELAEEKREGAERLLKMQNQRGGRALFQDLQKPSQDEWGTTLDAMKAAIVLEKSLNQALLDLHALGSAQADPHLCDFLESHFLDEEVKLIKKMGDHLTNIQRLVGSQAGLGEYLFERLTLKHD
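Steps: apoferritin (10 uM) was premixed with half-saturated 1-AMA in PBS, compounds were pin-transferred, plates stood 10 min at room temperature, fluorescence was read at 380/535 nm, and curves were fitted with a Hill equation.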
* marks the source's active call; other numbers are inactive results; ? = inconclusive; . = not tested or not shown; [ ] = another dose, or the depositor's remark. Unless noted, calls come from the whole dose curve; as a rule, active = well fitted curve in the direction sought with a large enough effect; inconclusive = small, poorly fitted or top-dose-only effect, or another doubt; inactive = no such curve, though single readings can be large; an effect the other way counts as inactive or inconclusive. An excerpt, so the mix of outcomes need not match the whole.

SMILES | APEX1 inh | POLH inh | POLK inh | LDHA inh | ERG-DNA inh | RGS4 inhibitor | ALOX12 inh | POLB inh | Anesthetic bind
COc1ccccc1-c1noc(CCCC(=O)NCc2ccco2)n1 | . | 1% | 16% | -3 | -5% | -5% | -12% | 24% | -4%
CC(C)OC(=O)c1nn2c(C(F)(F)F)cc(-c3ccc(Br)o3)nc2c1Br | 2% | -9% | 3% | 4 | 6% | -42% | ? | 6% | -14%
CCc1ccc2nc(NC(=O)C3CSC4(C)CCC(=O)N34)sc2c1 (centres undefined) | 8% | -18% | -5% | -3 | 2% | -37% | -9% | . | .
CC(OC(=O)/C=C/c1ccc2ccccc2n1)C(=O)N(C)c1ccccc1 (centres undefined) | 5% | -6% | -11% | -1 | 8% | -10% | 5% | . | .
C=CCn1c(NC(=O)c2ccc(Br)o2)c(C(=O)OCC)sc1=S | -1% | -3% | -1% | 1 | -5% | ? | ? | ? | -12%
COc1ccc(/C=C/C(=O)OCC(=O)NCCC2=CCCCC2)cc1OC | 9% | -6% | -17% | 1 | 10% | 20% | -9% | 25% | ?
CC(C)(C)NC(=O)CSc1ccc(C(C)(C)C)cc1 | 10% | -8% | -15% | 1 | -6% | 37% | -62% | 2% | -1%
CCOc1ccc(S(=O)(=O)Nc2nc3ccccc3nc2Nc2ccc(OC)cc2)cc1 | . | -9% | 6% | -4 | -9% | -7% | -11% | 37% | -7%
COc1ccc(/C=N/Nc2cc(C)nc3ccc(OC)cc23)c(OC)c1 | 27µM* | ? | ? | -8 | 19% | -53% | ? | 32µM* | 61%[activator]
Cc1cc(NS(=O)(=O)c2ccc(NC(=S)Nc3ccc(Cl)cc3C)cc2)no1 | -2% | -21% | 1% | -5 | -2% | -3% | ? | -3% | 4%
CCN(CC)C(=O)c1sc2c(c1C)c(=O)n(-c1ccccc1)c(=O)n2CC(=O)Nc1ccc(C)cc1C | . | -10% | -3%[60.1 µM] | -13 | -3% | 36% | -27% | 36% | -9%
O=C1CN(S(=O)(=O)c2cccc(Br)c2)CCN1 | -6% | -11% | -5% | -17 | 3% | 14% | 0% | . | .
COc1ccc(OC)c(-c2csc(-c3c(N)c(C(=O)c4ccccc4)n4ccccc34)n2)c1 | . | . | 4% | -3 | 1% | 11% | -19% | 36% | 2%
C/C(CCC(=O)O)=N/Nc1ccc([N+](=O)[O-])cc1[N+](=O)[O-] | -3% | -3% | -4% | -6 | -14% | 16% | -25% | 14% | -10%
Fc1ccc(CN2CCN3CCCC3C2C2CCCCC2)cc1F (centres undefined) | 0% | ? | -13% | 1 | -2% | -46% | 0% | 7% | -13%
O=C(CN1CCN(c2ccc(Cl)cc2)CC1)N1CCCC1 | 0% | -13% | 7% | -2 | -1% | -36% | 5% | 1% | 0%
CCOC(=O)c1cnc(SC)nc1Oc1cccc(NS(=O)(=O)c2ccc(Cl)cc2)c1 | -1% | -8% | 11% | 1 | -16% | -21% | 6% | 0% | -5%
CCOC(=O)C(=Cc1ccc(-n2ccnc2)cc1)C(=O)OCC | -4% | -16% | 0% | -6 | 2% | ? | -12% | -3% | -6%
Cc1ccc(S(=O)(=O)N(C)Cc2nc(-c3ccccc3)oc2C)cc1 | . | -16% | -15%[60.1 µM] | 3 | -7% | -16% | ? | -12% | 4%
Cc1occc1C(=O)NNC(=S)NCc1ccccc1 | 17% | -9% | -20% | -4 | -1% | 5% | -18% | 51% | -3%

Look-ups from the entries so far:
Cc1cc(NS(=O)(=O)c2ccc(NC(=S)Nc3ccc(Cl)cc3C)cc2)no1 in POLH inh = -21%
COc1ccc(/C=C/C(=O)OCC(=O)NCCC2=CCCCC2)cc1OC in LDHA inh = 1

Back to the main list, repeating the two entries before the break.
SMILES | APEX1 inh | POLH inh | POLK inh | LDHA inh | ERG-DNA inh | RGS4 inhibitor | ALOX12 inh | POLB inh | Anesthetic bind
Cc1ccc(S(=O)(=O)N(C)Cc2nc(-c3ccccc3)oc2C)cc1 | . | -16% | -15%[60.1 µM] | 3 | -7% | -16% | ? | -12% | 4%
Cc1occc1C(=O)NNC(=S)NCc1ccccc1 | 17% | -9% | -20% | -4 | -1% | 5% | -18% | 51% | -3%
O=C(NCC(c1cccs1)N1CCOCC1)c1ccccc1NS(=O)(=O)c1ccc(Cl)cc1 (centres undefined) | -5% | -19% | -5% | -5 | 18% | 1% | ? | -6%[57.1 µM] | 5%
COc1ccccc1NS(=O)(=O)c1cc(NC(=O)c2cccc(S(=O)(=O)N(C)C)c2)ccc1N1CCOCC1 | 42% | -15% | 2% | 5 | 8% | -35% | 6% | . | .
CC(=O)n1cc(Nc2ccc([N+](=O)[O-])cc2)c2ccccc21 | 13% | -14% | -11% | -10 | -12% | -3%[56.9 µM] | ? | 2% | -1%
O=C(OCC(=O)N1CCCC1)c1cccs1 | 13% | -8% | 3% | 0 | -10% | -22% | -8% | 17% | -11%
CC1CCN(C(=O)CSc2nc3ncccc3[nH]2)CC1 | -6% | 5% | -8% | -8 | -1% | 4% | 7% | 0% | -11%
COc1ccc(-c2cc(C(=O)N3CCCCCC3)c3cc(C)ccc3n2)cc1 | 64%[activator] | -25% | -7% | -6 | 6% | -5% | 6% | 12% | -15%
Cc1cccc(NS(=O)(=O)c2cccc(C(=O)NCC3(N4CCCCC4)CCCCC3)c2)c1 | 1% | -3% | -16% | 2 | 10% | -14% | ? | . | .
Cc1ccc(S(=O)(=O)N2CC(O)C[C@H]2C(=O)OCC(=O)c2ccccc2)cc1 (some centres undefined) | -5% | -19% | 0% | 1 | -3% | 1% | 7% | 7% | -4%
Cc1cc(Cl)ccc1NC(=O)CS(=O)(=O)c1cccc2nsnc12 | . | -6% | -4%[60.1 µM] | -11 | 0% | 14% | -26% | 13% | 1%
COc1ccc(OCc2cc(C(=O)N3C[C@H]4CC[C@H]3C4)no2)c(Cl)c1 | -9% | -13% | -5% | -1 | 9% | -15% | -3% | 33% | ?
Cc1ccc(S(=O)(=O)Nc2cccc(-c3ccc(N4CCCCCC4)nn3)c2)cc1C | -12% | -3% | -13% | -4 | -2% | 0% | -5% | 28% | 5%
Cc1ccc(C(C)NC(=O)c2cccs2)cc1C (centres undefined) | . | 3% | -13% | -6 | -4% | 20% | ? | . | .
COc1ccc(/C=C/C(=O)C2CC2)cc1COc1c(C)cccc1C | 10% | -23% | -5% | -6 | -2% | -9% | -4% | ? | ?
COc1ccc(N2CCN(C(=O)c3nn(C)c4c3CSc3ccccc3-4)CC2)cc1 | . | -18% | -11% | -5 | 1% | 7% | -16% | -3% | -1%
Cn1nccc1C(=O)N1CCN(c2ccc(F)cc2)CC1 | 16% | 2% | -3% | 3 | 3% | -22% | -13% | 1% | 7%
FC(F)(F)c1cccc(N2CCN(Cc3nnc(-c4ccccc4)o3)CC2)c1 | . | -18% | 0% | 7 | 2% | 13% | ? | -2% | -4%
Cc1cc(F)ccc1NC(=O)c1csc2c1CCC(C)C2 (centres undefined) | . | -13% | -10% | -3 | -1% | -5% | -24% | 11% | -3%
O=C(CC1N=C2c3ccccc3N=C(SCC(=O)Nc3ccccc3F)N2C1=O)NCc1cccs1 (centres undefined) | . | -12% | -1% | -2 | 3% | -8% | ? | 1% | -10%
Cc1ccc(S(=O)(=O)c2cn(CC(=O)Nc3ccc4c(c3)OCO4)c3ccc(F)cc3c2=O)cc1 | . | -9% | -4% | 0 | -3% | 16% | ? | 14% | ?
CCCCNc1ccc(S(=O)(=O)c2cccc([N+](=O)[O-])c2)cc1[N+](=O)[O-] | 12% | -18% | -13% | -8 | -15% | -3% | -22% | 40% | 4%
O=C(O)c1cc(Cl)c(Cl)cc1C(=O)N1CCCC1 | -3% | -7% | -6%[60.1 µM] | -5 | . | 23% | 5% | ? | 7%
Cc1noc(C)c1S(=O)(=O)NCCc1csc2nc(-c3ccc(F)cc3)nn12 | . | -8% | -10%[60.1 µM] | -3 | 0% | -14% | -18% | 7% | -10%
CCOc1ccc(-c2c(C#N)c(N)nc3sc(C(=O)c4ccccc4)c(N)c23)cc1 | ? | 2% | 3% | -4 | -20% | -21% | 0% | 8% | -1%
CCn1c(=N)n(CC(O)c2ccco2)c2ccccc21 (centres undefined) | ? | -11% | 6% | 8 | 1% | -35% | 0% | 30% | 1%
CCOC(=O)c1oc2ccccc2c1NC(=O)COc1cccc(OC)c1 | -17% | -8% | -9% | 0 | -2% | -4% | 3% | 46% | -6%
CCOC(=O)C1CCCN(c2c(C(=O)c3ccccc3)cnc3ccc(OC)cc23)C1 (centres undefined) | -6% | -18% | -22% | 1 | 0% | 13% | -70% | -30% | -15%
CCCn1c(=O)c2sccc2n2c(CCCC(=O)Nc3ccccc3OCC)nnc12 | . | -20% | -2% | 1 | -4% | -6% | 0% | -2% | -5%
O=C(Oc1ccc(-c2cnc3ccccc3n2)cc1)c1ccc(Br)o1 | 4% | 0% | 8% | -4 | -8% | ? | -21% | 0% | -15%
CCOC(=O)c1ccccc1NC(=O)COC(=O)C(CCSC)NC(=O)COc1ccccc1 (centres undefined) | -20% | -13% | -5% | -3 | -5% | -13% | . | . | .
Cc1ccnc(N2CCC(C(=O)Nc3ccc(Oc4ccccc4)cc3)CC2)n1 | -2% | -12% | -14% | -8 | 0% | -52% | 0% | 37%[activator] | -6%
